# ASM inhibitor: Inhibitors of Secretory Acid Sphingomyelinase (S-ASM): qHTS; Sphingomyelin phosphodiesterase (Homo sapiens), P17405; Potency, µM (top dose mostly 57.5 µM), inactives show at the top dose activity change, negative = inhibition, most hits filed as inhibitors; 0.006% of 340,000 active; placental ASM, HMU-PC fluorogenic substrate, 60 min; AID 504937, 2011; also: potency is read from the fitted curve at half-maximal effect
#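 HMU-PC0 cleavage (9 uM final) by human placental ASM, 60 min at 37 °C following 10 min compound exposure at RT; stopped at pH 10, fluorescence Ex 386/Em 447 nm.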
# TSHR antag: Antagonists of the Thyroid Stimulating Hormone Receptor: HTS campaign | Thyrotropin receptor (Homo sapiens), P16473 | TSHR-expressing cells, TSH-stimulated cAMP HTRF, 2 h; active compounds read low | activity change, negative = inhibition, % at 11.5 µM | 0.2% of 330,000 active | AID 504810, 2011;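 active = activity change below a set negative limit, meaning inhibition stronger than a set level, cut at about -70% in these data; inconclusive = activity change between two set negative limits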; also: % is scaled to controls: 0 for no effect and ±100 for the full control effect
#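 Freshly harvested TSHR cells receive pin-tooled compound, then EC80 TSH at 4nM final. After 2 hours at 37 deg C, antibody in lysis buffer and cAMP-d2 are added; 30 minutes at ambient temperature precede the HTRF read.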
# Mito fusion yeast: qHTS Assay for Small Molecule Inhibitors of Mitochondrial Division or Activators of Mitochondrial Fusion | S. cerevisiae fusion-defective mutant growth rescue, CellTiterGlo 48 h | Potency, µM (top dose mostly 46.1 µM), for inactives: top-dose growth rescue (activation), usual class: activators | 0.23% of 320,000 active;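 also: potency is read from the fitted curve at half-maximal effect; % of control where 0% means no effect; nearly all actives have a fitted effect of over 45% in size; temperature-sensitive fusion mutants such as fzo1-1 at 37 °C on non-fermentable ethanol glycerol medium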
#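 S. cerevisiae fusion-defective temperature-sensitive mutants (e.g. fzo1-1, mgm1-5) grown 48 h at 37C in YPEG (ethanol/glycerol non-fermentable) medium with 23 nl compound per well; growth rescue read as CellTiterGlo luminescence.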
# hERG WT inh: qHTS for Inhibitors of KCHN2 3.1: Wildtype qHTS | activity change, % at 1.84 µM | 0.37% of 340,000 active | Voltage-gated inwardly rectifying potassium channel KCNH2 (Homo sapiens), Q12809 | U2OS, BacMam KCNH2, thallium flux FluxOr; active compounds read low;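 active = maximum activity change below -70%; inconclusive = maximum activity change between -70% and -50%; inactive = maximum activity change above -50%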; also: % is scaled to controls: 0 for no effect and ±100 for the full control effect
#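 U2OS cells were transduced with wild-type KCNH2 virus (2.03 x 10^8 / mL) for 4 h at room temperature, then cultured overnight at 37 C. Thallium flux was read with FluxOr dye. Rate constants were normalized to DMSO controls.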
# Menin MLL FP TR: qHTS Assay for Inhibitors Targeting the Menin-MLL Interaction in MLL Related Leukemias: Competition With Texas Red Labeled MLL-derived Mutant Peptide | 0.23% of 270,000 active | Menin + Texas Red MLL mutant peptide, fluorescence polarization | Potency, µM (titrated, usually from 61.6 µM), inactives show top-dose FP activity change, negative = inhibition, hits mostly inhibitors | O00255 | AID 1768, 2009; active = well fitted inhibition curve with a large enough effect in the polarisation, with a control signal flat, not every such curve was filed as active; inconclusive = small, poorly fitted or top-dose-only effect, or effect the other way, or a change in a side signal; inactive = no such curve, though single readings can be large or run the other way; the % refers to the polarisation; also: potency is read from the fitted curve at half-maximal effect; % of control where 0% means no effect; many of its hits are not listed in these tables
# Chronic BCR inh: qHTS Assay to Find Inhibitors of Chronic Active B-Cell Receptor Signaling. ABC-DLBCL IkBa-CBG/CBR reporter, luminescence ratio, 4 h. Potency, µM (doses to about 46.1 µM), for inactives: at the highest dose ratio change, negative = lower green/red ratio, usual class: inhibitors. 0.05% of 340,000 active; active = well fitted inhibition curve with a large enough effect in the signal ratio, with a control signal flat, not every such curve was filed as active; inconclusive = small, poorly fitted or top-dose-only effect, or effect the other way, or a change in a side signal; the % refers to the signal ratio;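 also: potency is read from the fitted curve at half-maximal effect; plate controls were basal doxycycline-induced cells for no effect and cells given 10 µM MG132 for full effect; MG132 reads +100%, hits lower the ratio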
#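 Compounds up to 46 uM were incubated four hours with TMD8 cells whose green CBG68 luciferase is fused to IkappaBalpha; red CBR luminescence normalised the signal, and concentration-effect curves were fitted to fusion, red and ratio data.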
# PKM2 activator: qHTS Assay for Activators of Human Muscle isoform 2 Pyruvate Kinase. Pyruvate kinase PKM (Homo sapiens), P14618. purified PKM2, Kinase-Glo ATP luminescence, activation; response scale: 0% is enzyme alone, no compound. Potency, µM (series often up to 57.5 µM), inactives show top-dose activation, usual class: activators. 0.34% of 260,000 active. AID 1631, 2009; also: potency is read from the fitted curve at half-maximal effect; % is scaled to controls: 0 for no effect and ±100 for the full control effect; nearly all actives have a fitted effect of over 55% in size
# Target sequence (P14618 whole entry, looked up, canonical isoform): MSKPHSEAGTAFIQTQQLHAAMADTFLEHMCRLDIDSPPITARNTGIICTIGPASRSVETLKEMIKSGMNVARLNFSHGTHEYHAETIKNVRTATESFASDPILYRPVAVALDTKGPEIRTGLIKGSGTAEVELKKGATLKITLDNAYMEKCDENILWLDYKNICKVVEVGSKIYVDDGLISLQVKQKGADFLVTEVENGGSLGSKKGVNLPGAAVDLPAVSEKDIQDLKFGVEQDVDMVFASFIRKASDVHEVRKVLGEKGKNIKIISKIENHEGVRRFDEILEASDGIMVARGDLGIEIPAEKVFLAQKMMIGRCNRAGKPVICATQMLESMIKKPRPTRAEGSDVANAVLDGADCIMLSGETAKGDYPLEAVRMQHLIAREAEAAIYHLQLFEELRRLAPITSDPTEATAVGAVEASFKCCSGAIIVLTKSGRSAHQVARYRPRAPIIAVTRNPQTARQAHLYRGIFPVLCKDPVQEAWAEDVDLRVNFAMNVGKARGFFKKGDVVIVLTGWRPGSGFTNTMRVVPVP
#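 Purified hPK-M2 (>95%) run at intermediate activity with 0.1 mM ADP and 0.5 mM PEP in 50 mM imidazole pH 7.2, KCl, MgCl2; 1 h room temperature. ATP formed read by Kinase-Glo luminescence; normalized to uninhibited and no-enzyme controls.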
# GALK inhibitor: qHTS Assay for Inhibitors of Human Galactokinase (GALK) | Potency, µM (top dose mostly 57.5 µM), for inactives: at the highest dose activity change, negative = inhibition, actives largely listed as inhibitors | 0.007% of 270,000 active | Purified GALK, Kinase-Glo residual ATP luminescence; also: potency is read from the fitted curve at half-maximal effect; % is scaled to controls: 0 for no effect and ±100 for the full control effect
#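 Human GALK (5 nM) with 35 uM ATP and 100 uM galactose in 20 mM HEPES pH 8.0, 5 mM MgCl2, 60 mM NaCl, 1 mM DTT, 0.01% BSA. After 1 h at room temperature, leftover ATP was read by Kinase-Glo Plus luminescence.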
# Eya2 inh: qHTS Assay for Inhibitors of the Phosphatase Activity of Eya2; Protein phosphatase EYA2 (Homo sapiens), O00167; recombinant Eya2, OMFP fluorescence dephosphorylation (OMFP is methylfluorescein phosphate); Potency, µM (series often up to 76.9 µM), for the others: at the top dose activity, negative = inhibition, hits mostly inhibitors; 0.006% of 330,000 active; AID 488837, 2010; also: potency is read from the fitted curve at half-maximal effect; % is scaled to controls: 0 for no effect and ±100 for the full control effect
#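 Eya2 (0.2 uM) preincubated 10 min at ambient with compound, then OMFP substrate added at 50 uM; 10 min reaction in 50 mM HEPES pH 7.5, 50 mM NaCl, 5 uM MgCl2, 0.05% BSA, 1 mM DTT. Fluorescence read at Ex 485/Em 525 nm.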
# MBNL1-CUG inh: qHTS Assay for Inhibitors of MBNL1-poly(CUG) RNA binding; TR-FRET MBNL1-His/biotin-(CUG)12 binding, 665/545 ratio; 0.036% of 280,000 active; Potency, µM (highest dose often 57.5 µM), for the others: at the top dose activity change, negative = inhibition, usual class: inhibitors; AID 2675, 2010; active = well fitted inhibition curve with a large enough effect in the signal ratio, with a control signal flat, not every such curve was filed as active; inconclusive = small, poorly fitted or top-dose-only effect, or effect the other way, or a change in a side signal; inactive = no such curve, though single readings can be large or run the other way; the % refers to the signal ratio; also: potency is read from the fitted curve at half-maximal effect; % is scaled to controls: 0 for no effect and ±100 for the full control effect
# Target sequence (Q9NR56 whole entry, looked up): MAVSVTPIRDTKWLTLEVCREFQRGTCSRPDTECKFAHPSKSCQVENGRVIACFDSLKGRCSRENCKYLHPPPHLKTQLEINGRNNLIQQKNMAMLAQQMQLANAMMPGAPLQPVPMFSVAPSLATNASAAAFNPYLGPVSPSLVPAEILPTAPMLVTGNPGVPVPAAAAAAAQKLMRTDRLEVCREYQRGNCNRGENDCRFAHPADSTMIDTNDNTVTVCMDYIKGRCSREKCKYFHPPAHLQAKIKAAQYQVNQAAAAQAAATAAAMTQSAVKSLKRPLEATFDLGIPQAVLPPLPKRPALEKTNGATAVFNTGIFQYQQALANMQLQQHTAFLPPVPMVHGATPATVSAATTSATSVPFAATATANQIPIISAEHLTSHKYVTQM
#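 His-tagged MBNL1 binding to biotinylated (CUG)12 RNA was measured by TR-FRET using terbium anti-His antibody (0.055 ng/ul final) and streptavidin-XL665 (5 nM final). Compounds were titrated 92 nM to 58 uM; 60 min at room temperature.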
# USP2a block: qHTS Assay for Inhibitors of Ubiquitin-specific Protease USP2a Using CHOP2 as the Reporter; Ubiquitin carboxyl-terminal hydrolase 2 (Homo sapiens), O75604; USP2 core, Ub-CHOP2 coupled fluorogenic reporter, 485/531; Potency, µM (doses to about 38.3 µM), for the others: at the highest dose activity change, negative = inhibition, usual class: inhibitors; 0.01% of 330,000 active;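 also: potency is read from the fitted curve at half-maximal effect; plate controls were DMSO wells for no effect and full inhibition by NEM control for full effect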
#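 Cell-free coupled assay: 10nM USP2 core preincubated 30min RT with compound in Tris-HCl pH 8.0/CaCl2/CHAPS buffer, then 25nM Ub-CHOP2 and 25nM reporter substrate; fluorescence (Ex 485/Em 531) read after 60min RT, normalized to NEM inhibition, concentration-response curves fitted.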
# An asterisk follows results filed as active; i = inactive; ? = inconclusive; nt = not tested or not shown; [ ] = another dose, or the depositor's remark. Unless noted, calls follow the shape of the dose curve; as a rule, active = well fitted curve in the direction sought with a large enough effect; inconclusive = small, poorly fitted or top-dose-only effect, or another doubt; inactive = no such curve, though single readings can be large; an effect the other way counts as inactive or inconclusive.
SMILES,ASM inhibitor,TSHR antag,Mito fusion yeast,hERG WT inh,Menin MLL FP TR,Chronic BCR inh,PKM2 activator,GALK inhibitor,Eya2 inh,MBNL1-CUG inh,USP2a block
CC(C)CC(C(=O)O)N1C(=O)C2C3CC(C2C1=O)C1C(c2ccccc2)c2sc(=O)[nH]c2SC31 (stereo not drawn),9%,15,8%,-11,4%,1%,-22%,-3%,2%,?,5%
O=C(O)c1cc(-c2ccc(/C=N/N3C(=O)C4C5C=CC(CC5)C4C3=O)o2)ccc1Cl (stereo not drawn),9%,9,-6%,8,6%,-1%,-2%,-2%,0%,?,1%
CC(C)n1c(CN2CCN(C(=O)c3ccco3)CC2)nc2c1c(=O)n(C)c(=O)n2C,4%,-2,-2%,-13,nt,-1%,3%,-2%,7%,-1%,3%
COc1ccc(OC(C)C(=O)NCCC2=CCCCC2)cc1 (stereo not drawn),-4%,-4,15%,9,?,-3%,1%,3%,-6%,-5%,-1%
CC(C)CCN1CC(C(=O)NCc2ccccc2)CC1=O (stereo not drawn),4%,11,0%,-16,26%,2%,-3%,1%,2%,-1%,0%
CCCCn1c(N)c(N(Cc2ccccc2OC)C(=O)CSCC(=O)Nc2cccc(C)c2)c(=O)[nH]c1=O,123%,14,0%,5,nt,15%,nt,0%,-2%,-3%,1%
CCN(CC)CCN(Cc1cc2cc3c(cc2[nH]c1=O)OCO3)C(=S)NCC(C)C,51%[activator],0,4%,43,-16%,0%,-1%,4%,-2%,10%,4%
CCN1CCN(c2ccc(S(=O)(=O)N3CCOCC3)cc2NC(=O)/C=C/c2ccc(OC)cc2OC)CC1,10%,-4,-3%,7,nt,3%,nt,nt,9%,nt,-1%
O=C(CCSc1ccc(Cl)cc1)NC12CC3CC(CC(C3)C1)C2,-5%,-35,19%,-5,0%,-1%,-2%,1%,3%,-4%,0%
Nc1c(C(=O)Nc2cccc(C(=O)O)c2)sc2nc3c(cc12)CCCC3,250%[activator],-12,2%,-3,28%,?,-1%,2%,-1%,?,3%
O=C(NC1CCCCC1)C1CCCN(S(=O)(=O)c2cnc[nH]2)C1 (stereo not drawn),2%,0,0%,6,0%,-6%,1%,1%,5%,-1%,-1%
Cc1cccc(NC(=O)CN2C(=O)N/C(=C/c3cc(C)n(C(C)C)c3C)C2=O)c1,20%,-7,-4%,-19,-9%,-15%,4%,-1%,11%,13%,2%
Cc1cccc(C(=O)NN(C)c2nc(-c3ccccc3)nnc2C(F)(F)F)c1,0%,-2,0%,-14,18%,2%,-10%,-3%,3%,1%,1%
Cc1cc(C)c2c(-n3cccc3)c(C(=O)NNS(=O)(=O)c3ccc(Cl)cc3)sc2n1,-16%,-2,15%,4,nt,-16%,2%,-1%,7%,-3%,-1%
O=C(COC(=O)c1cc(-c2cccs2)nn1-c1ccccc1)Nc1cc([N+](=O)[O-])ccc1Cl,-7%,-5,-2%,i,12%,-7%,3%,0%,1%,nt,0%
CN1C(=O)C2(c3ccccc31)N(C)CC(c1ccccc1)C21SC(=S)N(Cc2ccco2)C1=O (stereo not drawn),-3%,-19,2%,-14,0%,13%,-10%,1%,2%,3%,-1%
COc1cc(C2C3=C(CC(c4ccco4)CC3=O)Nc3ccccc3N2C(C)=O)cc(OC)c1OC (stereo not drawn),4%,4,1%,0,-2%,-1%,18%,0%,-6%,-4%,-8%
COc1ccc(NC(=O)CSc2nc3c(c(=O)n(C)c(=O)n3C)n2C)c(OC)c1,5%,8,-1%,-1,-9%,?,1%,-1%,-3%,5%,4%
O=C(CCNC(=O)c1ccco1)Nc1ccc(F)c(Cl)c1,-2%,13,10%,5,-2%,?,-1%,11%,-2%,-10%,1%
C=CCN(C(=O)c1csnn1)C(C(=O)NCc1ccc(F)cc1)c1ccc(F)cc1 (stereo not drawn),-3%,8,1%,-10,-1%,9%,nt,2%,3%,-4%,2%

# Reformatted tab-delimited: entries from further up.
SMILES	ASM inhibitor	TSHR antag	Mito fusion yeast	hERG WT inh	Menin MLL FP TR	Chronic BCR inh	PKM2 activator	GALK inhibitor	Eya2 inh	MBNL1-CUG inh	USP2a block
O=C(O)c1cc(-c2ccc(/C=N/N3C(=O)C4C5C=CC(CC5)C4C3=O)o2)ccc1Cl (stereo not drawn)	9%	9	-6%	8	6%	-1%	-2%	-2%	0%	?	1%
Cc1cccc(NC(=O)CN2C(=O)N/C(=C/c3cc(C)n(C(C)C)c3C)C2=O)c1	20%	-7	-4%	-19	-9%	-15%	4%	-1%	11%	13%	2%
CC(C)CC(C(=O)O)N1C(=O)C2C3CC(C2C1=O)C1C(c2ccccc2)c2sc(=O)[nH]c2SC31 (stereo not drawn)	9%	15	8%	-11	4%	1%	-22%	-3%	2%	?	5%
COc1cc(C2C3=C(CC(c4ccco4)CC3=O)Nc3ccccc3N2C(C)=O)cc(OC)c1OC (stereo not drawn)	4%	4	1%	0	-2%	-1%	18%	0%	-6%	-4%	-8%

# Remaining list, next part.
SMILES,ASM inhibitor,TSHR antag,Mito fusion yeast,hERG WT inh,Menin MLL FP TR,Chronic BCR inh,PKM2 activator,GALK inhibitor,Eya2 inh,MBNL1-CUG inh,USP2a block
COc1ccc(NC(=O)COC(=O)/C=C/c2ccc(OC)c(S(=O)(=O)N3CCOCC3)c2)cc1,0%,3,-1%,7,-7%,?,-4%,-1%,-4%,nt,-1%
Cc1ccc(S(=O)(=O)N2CCN(C(=O)COC(=O)c3ccc(C(C)(C)C)cc3)CC2)c(C)c1,0%,-14,6%,14,0%,6%,-1%,2%,-14%,-3%,1%
Cc1cc2nc(-c3ccc[nH]c3=O)n(Cc3ccccc3F)c2cc1C,169%[activator],4,-2%,-1,-20%,1%,nt,-3%,-13%,8%,3%
COC(=O)N1C(=O)[C@@](c2ccccc2)(C(C)C)N1C(=O)OC,4%,18,0%,12,-1%,?,1%,nt,9%,-1%,2%
Cc1nnsc1C(=O)Nc1ccc(S(=O)(=O)N2CCC(C)CC2)cc1,-2%,-5,4%,-6,43%[activator],-3%,-2%,8%,13%,-4%,0%
CCOc1ccc(NC(C(=O)Nc2cccc(C(C)=O)c2)c2ccccc2)cc1 (stereo not drawn),-5%,-20,20%,2,?,12%,0%,0%,-27%,?,-1%
CC1Cc2cc(S(=O)(=O)N3CCN(c4ccccc4)CC3)ccc2N1C(=O)C1CC1 (stereo not drawn),0%,-7,-9%,-25,nt,0%,nt,6%,3%,-5%,1%
c1ccc(CCCc2nc(-c3ccccn3)no2)cc1,1%,-14,-6%,3,-5%,?,-8%,3%,-14%,-5%,3%
Clc1ccc2c(NCc3ccccn3)ccnc2c1,17%,8,-1%,13,-2%,?,nt,1%,11%,-16%,-1%
CC1CCCN(C(=O)CN(c2ccccc2)S(=O)(=O)c2ccc(F)cc2)C1 (stereo not drawn),3%,3,13%,-7,nt,-1%,nt,nt,5%,nt,1%
CCc1ccc(Oc2ncnc(N)c2[N+](=O)[O-])cc1,-1%,-11,-4%,-11,5%,-3%,-25%,0%,2%,?,4%

# Not all compounds are listed; the hit share may differ from the screen's.
